# Source: PubChem (National Center for Advancing Translational Sciences (NCATS))
# mIDH1 inhibitor: blocks human mutant IDH1 R132H enzyme | O75874 | IDH1-R132H enzyme, NADPH consumption, diaphorase/resazurin fluorescence | Potency, µM (titrated, usually from 76.6 µM), for inactives: at the top dose activity change, negative = inhibition, hits mostly inhibitors | 390,000 compounds, 0.093% hits | AID 602179; note: potency is the fitted concentration of half-maximal effect; nearly all actives have a fitted effect of over 65% in size
# Target sequence (O75874 whole entry R132H, stated change not applied): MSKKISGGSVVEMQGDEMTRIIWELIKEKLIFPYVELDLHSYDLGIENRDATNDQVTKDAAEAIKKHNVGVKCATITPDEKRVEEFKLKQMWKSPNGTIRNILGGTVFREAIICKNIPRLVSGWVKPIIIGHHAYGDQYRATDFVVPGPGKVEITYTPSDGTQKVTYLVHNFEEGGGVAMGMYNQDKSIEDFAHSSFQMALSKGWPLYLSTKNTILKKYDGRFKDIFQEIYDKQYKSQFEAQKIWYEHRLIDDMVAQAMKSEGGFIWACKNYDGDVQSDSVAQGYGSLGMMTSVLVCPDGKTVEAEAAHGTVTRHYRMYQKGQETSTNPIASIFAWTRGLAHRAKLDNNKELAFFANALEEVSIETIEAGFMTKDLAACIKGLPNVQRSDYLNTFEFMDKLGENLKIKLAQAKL
#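 IDH1-R132H (0.5 ug/mL) preincubated 30 min with compound, then NADPH (0.016 mM) and alpha-KG (2 mM) added; 80 min at RT, pH 7.5. Remaining NADPH coupled via diaphorase/resazurin to fluorescence (540/590 nm); concentration-response curves normalized to no-enzyme control.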
# USP1 inh: blocks the human USP1/UAF1 deubiquitinase complex; O94782; recombinant USP1/UAF1, Ub-Rhodamine cleavage fluorescence; Potency, µM (titrated, usually from 57.1 µM), for inactives: top-dose activity change, negative = inhibition, hits mostly inhibitors; 390,000 compounds, 0.23% hits; AID 743255; note: potency is the fitted concentration of half-maximal effect; nearly all actives have a fitted effect of over 60% in size; inactives centre near -12
#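 Step one: compound is pinned into 1nM USP1/UAF1 in HEPES pH 7.8 buffer with TCEP. Step two: 15 min room-temperature incubation. Step three: Ub-Rho (150nM final) starts cleavage, tracked by fluorescence over six one-minute reads.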
# PI4K2A inh: blocks human PI4K2A kinase activity. activity change, negative = inhibition, % at 76.9 µM. Q9BTU6. purified PI4K2A, ADP-Glo luminescence, 1 h; active compounds read low. 420,000 compounds, 0.13% hits; in the data active = activity change below about -50%; inconclusive = mostly about -30% to -49%;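 note: -100% = wells without enzyme as full effect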
# Target sequence (Q9BTU6 whole entry, looked up): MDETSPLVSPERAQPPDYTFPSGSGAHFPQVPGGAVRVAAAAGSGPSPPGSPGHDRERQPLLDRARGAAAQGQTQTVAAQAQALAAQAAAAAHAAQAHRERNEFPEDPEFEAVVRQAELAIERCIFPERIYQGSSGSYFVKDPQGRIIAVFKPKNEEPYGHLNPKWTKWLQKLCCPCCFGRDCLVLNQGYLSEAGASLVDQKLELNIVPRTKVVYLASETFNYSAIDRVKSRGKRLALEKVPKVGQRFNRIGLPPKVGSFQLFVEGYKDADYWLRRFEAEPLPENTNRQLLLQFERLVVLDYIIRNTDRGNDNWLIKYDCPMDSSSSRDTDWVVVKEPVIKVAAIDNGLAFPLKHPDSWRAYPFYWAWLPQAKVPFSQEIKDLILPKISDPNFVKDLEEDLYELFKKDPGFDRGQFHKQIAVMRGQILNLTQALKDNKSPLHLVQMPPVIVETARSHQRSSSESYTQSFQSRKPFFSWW
#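 ADP-Glo luminescence measured ADP generated by PI4K2A enzyme (4 ug/mL before mixing) with 1.2 mM PI substrate (pre-mix) and 300 microM ATP (pre-mix). Tris pH7.5 buffer with MgCl2, Triton X-100; 1 h reaction at ambient temperature.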
# * hit, by the source's call; ? = inconclusive; [ ] = remark or other dose. Unless noted, calls come from the whole dose curve; as a rule, active = well fitted inhibition curve with a large enough effect; inconclusive = small, poorly fitted or top-dose-only effect; inactive = no such curve, though single readings can be large or run the other way. Unless noted, % is set by controls: 0 for no effect and ±100 for the full control effect. The list is partial (hit frequency here may not be typical).
SMILES,mIDH1 inhibitor,USP1 inh,PI4K2A inh
COc1cccc(S(=O)(=O)Nc2ccc3c(c2)[C@@H]2C[C@H](CC(=O)NCCc4ccccc4)O[C@H](CO)[C@@H]2O3)c1,0%,-4%,-10
O=S1(=O)CCN(Cc2ccccc2)CC1,-9%,-6%,2
O=c1c2ccccc2sn1-c1cccc(Cl)c1,-5%,-16%,-15
CCN(CC)S(=O)(=O)c1ccc(N2CCCCC2)c(NC(=O)C2CSC3(C)CCC(=O)N23)c1 (stereo unspecified),0%,-30%,-1
COc1ccc(-n2c(=O)c(CCC(=O)N3CCN(c4cccc(OC)c4)CC3)nc3ccccc32)cc1,12%,-14%,-4
CCC/C=C/c1ccc(CN2C(C(C)C)C(=O)N(Cc3cn(Cc4ccco4)nn3)CCS2(=O)=O)cc1 (stereo unspecified),8%,-26%,-7
C[C@@H]1CN([C@H](C)CO)C(=O)CCCn2nncc2CO[C@H]1CN(C)C(=O)Cc1ccccc1,9%,-30%,-2
CCN(CC)C(=O)C1=C(C)N(Cc2ccccc2)C(=O)C(CC(=O)NC(c2ccccc2)c2ccccc2)C1 (stereo unspecified),1%,-7%,-2
COc1ccccc1S(=O)(=O)N(C)C[C@@H]1OCc2cn(nn2)CCCC(=O)N([C@@H](C)CO)C[C@H]1C,1%,-11%,-3
Cc1noc(C)c1C(=O)OCC(=O)NC(=O)c1ccc(C(C)(C)C)cc1,12%,-21%,-4
CC1C(=O)N(Cc2cn(Cc3ccco3)nn2)CCS(=O)(=O)N1Cc1ccc(-c2cccc(CO)c2)cc1 (stereo unspecified),6%,1%,-8
C[C@H]1CN(CCc2ccccc2)C(=O)[C@@H]1CC(=O)Nc1ccc(Br)cc1,-2%,-22%,2
CC(=O)Nc1ccc(Cl)cc1C(=O)c1ccc[nH]1,-4%,-18%,-1
c1ccc(CNCc2ccc(CNCc3ccccc3)cc2)cc1,16%,-17%,-4
Cc1ccccc1CN(C)C[C@H]1OCc2cnnn2CCCC(=O)N([C@@H](C)CO)C[C@@H]1C,15%,-13%,-1
CC(C)NC(=O)Nc1ccc2c(c1)C(=O)N([C@H](C)CO)C[C@H](C)[C@@H](CN(C)Cc1ccc(C(F)(F)F)cc1)OCCCC[C@H](C)O2,-2%,?,4
CC1=C(C(=O)N2CCOCC2)CC(CC(=O)NCCN2CCOCC2)C(=O)N1CCC1=CCCCC1 (stereo unspecified),11%,-24%,2
CC1CCCCC1NC(=O)CSc1nnc(-c2ccco2)n1N (stereo unspecified),5%,-10%,-6
c1ccc(Sc2ccncc2)cc1,12%,-21%,4
COc1ccc(C#Cc2cnc3c(c2)C(=O)N([C@H](C)CO)C[C@@H](C)[C@H](CN(C)C(=O)CN(C)C)O3)cc1,-4%,-31%,-2
Cc1cccc(CNC(=O)C2CCC(=O)N(CCCc3ccccc3)C2)c1 (stereo unspecified),10%,-30%,-3
O=C(O)c1cc2ccccc2c2c1C(=O)c1ccccc1-2,5%,-16%,-2
O=C(O)c1c(Cl)c(Cl)c(Cl)c(Cl)c1C(=O)OCC1CCCO1 (stereo unspecified),5%,-34%,-4
CC(=O)Oc1cccc(C2=CC(=O)CC(C)(C)C2=O)c1,-3%,-12%,1
CCOC(=O)N(C)C[C@@H]1OCc2cn(nn2)CCCC(=O)N([C@@H](C)CO)C[C@H]1C,1%,?,2
CCCCN(C(=O)COC(=O)C1(c2ccccc2)CC1)c1c(N)n(CCC)c(=O)[nH]c1=O,0%,-22%,0
O=C(c1ccc(CS(=O)Cc2ccccc2Cl)o1)N1CCN(c2ccccc2)CC1 (stereo unspecified),-5%,-25%,3
COc1ccccc1OCc1cc(C(=O)N(C)CCC2CCOCC2)no1,-1%,9%,3
C=C(C)CN1C(=O)C(C)SC1=NN=C1SCC(=O)N1C (stereo unspecified),-3%,0%,3
COc1ccc(C(CC(=O)c2ccc3c(c2)OCO3)C(=O)O)cc1OC (stereo unspecified),2%,-8%,-8

# Already shown: 4 of the compounds above.
SMILES,mIDH1 inhibitor,USP1 inh,PI4K2A inh
O=C(c1ccc(CS(=O)Cc2ccccc2Cl)o1)N1CCN(c2ccccc2)CC1 (stereo unspecified),-5%,-25%,3
COc1ccccc1OCc1cc(C(=O)N(C)CCC2CCOCC2)no1,-1%,9%,3
C=C(C)CN1C(=O)C(C)SC1=NN=C1SCC(=O)N1C (stereo unspecified),-3%,0%,3
COc1ccc(C(CC(=O)c2ccc3c(c2)OCO3)C(=O)O)cc1OC (stereo unspecified),2%,-8%,-8

# Next section:
SMILES,mIDH1 inhibitor,USP1 inh,PI4K2A inh
CCCCOc1ccc(C(=O)NCC(=O)OCCCOC(=O)CNC(=O)c2ccc(OCCCC)cc2)cc1,-6%,-24%,1
C[C@@H]1CN([C@H](C)CO)S(=O)(=O)c2ccc(Br)cc2O[C@@H]1CN(C)C(=O)NC1CCCC1,11%,-12%,0
COc1ccccc1-c1cc2nc(-c3ccccc3)cc(N3CCN(C(=O)c4ccoc4)CC3)n2n1,-13%,-2%,8
COc1ccc(NC(=O)N(C)C[C@@H]2Oc3ncc(Br)cc3C(=O)N([C@@H](C)CO)C[C@@H]2C)cc1,4%,-11%,-2
CC1CCCC(NC(=O)CSc2nnc(-c3cccnc3)o2)C1C (stereo unspecified),9%,-21%,-1
Cc1ccc2c(c1)CCO[C@]21O[C@H](CCO)C[C@H](O)[C@H]1O,1%,-14%,1
C[C@@H]1CN([C@H](C)CO)C(=O)CCCn2cc(nn2)CO[C@H]1CN(C)C(=O)Nc1ccc(F)cc1,15%,-3%,-12
CN(Cc1ccccc1)N=Nc1ccccc1,-6%,-13%,-2
C[C@@H]1CN([C@@H](C)CO)C(=O)CCCn2nncc2CO[C@@H]1CN(C)C(=O)Nc1cccc(Oc2ccccn2)c1,0%,-20%,0
COc1cccc(S(=O)(=O)N(C)C[C@@H]2OCc3cnnn3CCCC(=O)N([C@H](C)CO)C[C@H]2C)c1,-1%,81%[activator],-5
CC(=O)c1ccc(S(=O)(=O)NCCOc2ccccc2)cc1,-1%,-14%,0
CC1C(=O)N(Cc2cn(CCC3OCCCO3)nn2)CCS(=O)(=O)N1Cc1ccc(-c2ccccc2)cc1 (stereo unspecified),-1%,-9%,5
COc1cc2c(cc1OC)C(=O)C(Br)CC2 (stereo unspecified),26%,14µM*,?
CCN(CC)C(=O)C1=C(C)N(CCCOC)C(=O)C(CC(=O)NC2CCCCC2)C1 (stereo unspecified),7%,-9%,-5
COc1ccc(S(=O)(=O)N2CCOCC2)cc1NC(=O)CCCSc1ccccc1,10%,-21%,-4
CNC[C@@H]1OCc2cnnn2CCCC(=O)N([C@H](C)CO)C[C@H]1C,0%,-12%,-3
C=CCC1(CC=C)CCCN1C(=O)c1ccc2oc(CCCC)nc2c1,7%,-9%,-4
C[C@@H]1CN([C@@H](C)CO)C(=O)c2cc(Br)cnc2O[C@H]1CN(C)Cc1ccccc1C(=O)O,1%,-31%,-5
CCCC(CNC(C)=O)(C1=CCCCC1)c1ccccc1 (stereo unspecified),-7%,-18%,-4
COc1ccc(S(=O)(=O)N2CCN(Cc3ccccc3OC)CC2)cc1,5%,-35%,-3
C[C@@H]1CN([C@H](C)CO)C(=O)CCCn2nncc2CO[C@@H]1CN(C)C(=O)Nc1cccc2ccccc12,7%,-3%,5
CCN(CC)C(=O)C1=C(C)N(Cc2ccccc2)C(=O)C(CC(=O)NCCN2CCOCC2)C1 (stereo unspecified),15%,-8%,-3
CCN(c1ccccc1)S(=O)(=O)c1ccc(C(=O)N2CCN(c3ccccc3F)CC2)cc1,-2%,?,3
COc1ccc(NC(C)=O)cc1S(=O)(=O)NCc1ccc2c(c1)OCO2,0%,11%,1
Cc1nn(C)cc1CN(C)C(=O)C1CCC(=O)N(CCc2cccc(F)c2)C1 (stereo unspecified),3%,-16%,3
O=C(COC(=O)c1ccc(Cl)c(S(=O)(=O)N2CCCCCC2)c1)NCc1ccccc1,9%,-21%,13
O=C(NN=Cc1ccc2c(c1)CCC2)c1ccccc1O,-11%,-6%,0
O=C(NCC1CCCN1S(=O)(=O)c1cccs1)C(=O)Nc1ccccc1F (stereo unspecified),1%,5%,4
c1ccc(COc2ncnc3c2ncn3CCCNC2CCN(Cc3ccccc3)CC2)cc1,8%,-20%,3
C[C@H]1CN([C@@H](C)CO)C(=O)CCCn2nncc2CO[C@@H]1CN(C)Cc1ccccc1,11%,-10%,-3

# Whole records, quoted from the list. Order of values: mIDH1 inhibitor, USP1 inh, PI4K2A inh
# CCN(c1ccccc1)S(=O)(=O)c1ccc(C(=O)N2CCN(c3ccccc3F)CC2)cc1 is listed as -2%, ?, 3
# CN(Cc1ccccc1)N=Nc1ccccc1 is listed as -6%, -13%, -2

# Next compounds
SMILES,mIDH1 inhibitor,USP1 inh,PI4K2A inh
COc1ccc(-c2cc3nc(-c4ccccc4)cc(N4CCN(C(=O)c5ccoc5)CC4)n3n2)cc1,-4%,?,0
Cc1ncc(C(O)c2ccccc2)n1Cc1ccccc1 (stereo unspecified),11%,-19%,2
C[C@@H]1CN([C@H](C)CO)C(=O)CCCn2nncc2CO[C@H]1CN(C)Cc1ccc(-c2ccccc2)cc1,0%,-15%,-4
N=C1CCCC1C(=S)SCCC(N)=O (stereo unspecified),18%,-13%,-4
CC1=C(C(=O)N(C)C)CC(CC(=O)NCCCCc2ccccc2)C(=O)N1Cc1ccccc1 (stereo unspecified),6%,-2%,-9
Cc1cc(C)cc(NC(=O)COC(=O)C2CC3C=CC2C3)c1 (stereo unspecified),8%,-17%,-2
C[C@H]1CN([C@@H](C)CO)C(=O)c2cc(Br)cnc2O[C@H]1CN(C)C(=O)c1cccnc1,3%,-19%,-4
Cc1ccc(C(C)C)cc1-n1nnc(-c2cccc(Cc3ccc4ccccc4c3)c2)c1C(C)O (stereo unspecified),1%,-10%,-2
Nc1cc(C(=O)N2CCN(c3cccc(Cl)c3)CC2)ccc1N1CC2CC(C1)c1cccc(=O)n1C2 (stereo unspecified),13%,-23%,1
CC1C(=O)N(Cc2cn(CCC3OCCCO3)nn2)CCS(=O)(=O)N1Cc1ccc(-c2ccc(Cl)c(Cl)c2)cc1 (stereo unspecified),6%,-23%,-2
Cc1cc(OCC(=O)OCC(=O)N2CCCc3ccccc32)ccc1Cl,10%,-27%,-2
COc1ccc(C(CNC(=O)CNC(=O)c2cccc(F)c2)N2CCOCC2)cc1 (stereo unspecified),-1%,-1%,-2
COc1ccccc1N1CCN(C(=O)CCCCCn2c(=S)[nH]c3cc4c(cc3c2=O)OCO4)CC1,3%,-22%,-7
COC(=O)c1c(NC(=O)c2ccc(S(=O)(=O)N3CC(C)OC(C)C3)cc2)sc2c1CCN(C)C2 (stereo unspecified),3%,-26%,3
Cc1ccc(F)cc1NC(=O)C1CC(=O)N(Cc2ccccc2)C1 (stereo unspecified),-5%,-9%,-3

# Entries listed so far containing a COOH group (4):
SMILES,mIDH1 inhibitor,USP1 inh,PI4K2A inh
O=C(O)c1cc2ccccc2c2c1C(=O)c1ccccc1-2,5%,-16%,-2
O=C(O)c1c(Cl)c(Cl)c(Cl)c(Cl)c1C(=O)OCC1CCCO1 (stereo unspecified),5%,-34%,-4
COc1ccc(C(CC(=O)c2ccc3c(c2)OCO3)C(=O)O)cc1OC (stereo unspecified),2%,-8%,-8
C[C@@H]1CN([C@@H](C)CO)C(=O)c2cc(Br)cnc2O[C@H]1CN(C)Cc1ccccc1C(=O)O,1%,-31%,-5

# Later entries.
SMILES,mIDH1 inhibitor,USP1 inh,PI4K2A inh
COc1ccccc1CNC(=O)COC(=O)CCN1C(=O)C2CC=CCC2C1=O (stereo unspecified),-1%,3%,0
CC#CCOCC1CNC(=O)O1 (stereo unspecified),14%,-19%,-3
N#CC(=C1C=C(Br)C(=NO)C=C1Cl)c1cccc2ccccc12,-21%,-22%,-6
Cc1ccc(S(=O)(=O)N2C[C@H]3C(=O)C[C@@H](c4ccc(Cl)cc4)N(S(=O)(=O)c4ccccc4C)[C@H]3C[C@H]2c2ccc(Cl)cc2)cc1,0%,-23%,1
COc1ccc(NC(=O)CSc2nnc3n2CCCCC3)cc1S(=O)(=O)N(C)C,11%,?,-1
O=C(c1ncn2c1c(=O)[nH]c1ccccc12)N1CCc2ccccc2C1,-7%,-24%,0
COc1ccc(N2CCN(C(=O)c3ccc4c(c3)NC(=O)C(CSCc3ccccc3F)N4)CC2)cc1 (stereo unspecified),0%,?,-16
O=[N+]([O-])c1ccc(/C=N\N2CCN(Cc3ccccc3Cl)CC2)cc1,-14%,?,3
CCN(CC)C(=O)C1=C(C)N(Cc2ccc(C(C)(C)C)cc2)C(=O)C(CC(=O)NCc2cccs2)C1 (stereo unspecified),0%,-23%,3
